# Screens (PubChem)
# MITF primary – MITF inhibitors, primary screen, biochemical, AlphaScreen, human. Microphthalmia-associated transcription factor (Homo sapiens), O75030. AlphaScreen MITF homodimerization, bead proximity signal. inhibition, % at 2.6 µM. 0.91% of 650,000 active. AID 1259374, 2018; in the data active = inhibition above about 50%;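 also: 0% = vehicle wells with protein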
# Target sequence (O75030 whole entry, looked up): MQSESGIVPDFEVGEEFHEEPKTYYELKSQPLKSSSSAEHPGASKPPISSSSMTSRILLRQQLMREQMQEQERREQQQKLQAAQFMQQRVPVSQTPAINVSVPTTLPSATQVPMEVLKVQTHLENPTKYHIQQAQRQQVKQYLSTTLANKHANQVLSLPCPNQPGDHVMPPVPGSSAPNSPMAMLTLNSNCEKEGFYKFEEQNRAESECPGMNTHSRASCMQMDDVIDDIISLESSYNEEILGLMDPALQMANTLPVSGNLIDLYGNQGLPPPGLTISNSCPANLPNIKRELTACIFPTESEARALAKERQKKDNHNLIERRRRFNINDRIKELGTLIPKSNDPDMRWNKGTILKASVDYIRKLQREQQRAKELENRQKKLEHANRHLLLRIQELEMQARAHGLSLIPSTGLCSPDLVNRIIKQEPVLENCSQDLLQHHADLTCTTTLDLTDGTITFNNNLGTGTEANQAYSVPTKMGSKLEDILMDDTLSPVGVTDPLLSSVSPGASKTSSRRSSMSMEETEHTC
# FBW7 activator – FBW7 E3 ligase activators, primary screen, biochemical, AlphaScreen, human. AID 1259310, 2017. F-box/WD repeat-containing protein 7 (Homo sapiens), Q969H0. AlphaScreen FBW7–phospho-cyclin E peptide binding, activator screen. 0.13% of 650,000 active. normalized activity (activation), % at 26.1 µM; in the data active = normalized activity above about 1.9%;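 also: purified mutant Fbw7 with reduced substrate affinity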
# TEAD-YAP inh – TEAD-YAP interaction inhibition, primary screen, TEAD-YAP interaction inhibitor project, luminescence, HEK-TIYL cells; 1.4% of 640,000 active; inhibition, % at 9.12 µM; TEAD-Gal4/YAP UAS-luciferase luminescence; in the data active = inhibition above about 32%;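 also: 0% = median of test compound wells and 100% = reference inhibitor wells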
# GPR151 activ – activators of human GPR151, primary screen, cell-based, PathHunter beta-arrestin, luminescence; AID 1508602, 2020; activation, % at 11.2 µM; PathHunter beta-arrestin GPR151 cells; 1% of 650,000 active; G-protein coupled receptor 151 (Homo sapiens), Q8TDV0; in the data active = activation above about 4.9%;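 also: 0% = median of compound wells and 100% = cells with positive control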
# Target sequence (Q8TDV0 whole entry, looked up): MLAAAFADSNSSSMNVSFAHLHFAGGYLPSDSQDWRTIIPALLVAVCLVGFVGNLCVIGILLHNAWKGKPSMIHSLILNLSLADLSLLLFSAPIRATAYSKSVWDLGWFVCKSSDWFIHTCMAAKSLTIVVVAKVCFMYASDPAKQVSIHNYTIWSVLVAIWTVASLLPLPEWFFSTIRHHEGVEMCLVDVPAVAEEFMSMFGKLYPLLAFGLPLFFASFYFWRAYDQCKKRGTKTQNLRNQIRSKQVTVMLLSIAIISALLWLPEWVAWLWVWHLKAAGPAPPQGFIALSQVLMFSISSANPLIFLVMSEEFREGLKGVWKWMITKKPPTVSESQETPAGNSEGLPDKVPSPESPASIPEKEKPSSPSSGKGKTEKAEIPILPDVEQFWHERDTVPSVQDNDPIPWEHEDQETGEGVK
# The depositor's hits bear a star; & = joins results of further samples.
canonical_smiles,MITF primary,FBW7 activator,TEAD-YAP inh,GPR151 activ
CCOc1ccccc1OCC(=O)c1ccc(Br)s1,1,-0.1,-6,0.2
O=C(NCc1ccccc1)c1cnc(Nc2ccncn2)s1,0,-0.2,-10,0.7
COc1cccc(-c2cn3nc(-c4cccs4)sc3n2)c1,8,0.1,-17,-1.4
COC(=O)c1ccc(OC(=O)C2CC(=O)N(c3ccc(C)cc3C)C2)cc1 (stereo not given),8,0.2,14,5.0*
O=C(CCc1nnc(-c2ccc3c(c2)OCO3)o1)N(CCO)Cc1ccccc1,2,0.1,2,0.0
CC(Nc1ccc(C(F)(F)F)cc1[N+](=O)[O-])C(=O)O (stereo not given),-2,0.0,12,-0.7
CCOC(=O)c1c(NC(=O)c2cc3ccccc3o2)sc2c1CC(C)(C)OC2,18,0.0,1,-1.4
C/C=C/Cn1c(SCC(=O)c2ccccc2)nc2c1c(=O)[nH]c(=O)n2C,3,0.1,1,-0.1
COc1ccccc1NC(=O)c1ccc2c(c1)C(=O)N(c1cccc(C)c1)C2=O,6,-0.1,-9,-5.7
CCOC(=O)C1CCN(C(=O)c2ccc(N3CC4CC(C3)c3cccc(=O)n3C4)c(NC(=O)c3cc(OC)cc(OC)c3)c2)CC1 (stereo not given),5,-0.2,8,1.3
Cc1cn[nH]c1C1CCCN(Cc2cc3ccccc3[nH]2)C1 (stereo not given),9,0.1,5,0.0
O=C(CCc1nnc(CCCCc2ccccc2)o1)NCc1ncc[nH]1,5,-0.2,-3,-0.6
O=C(Nc1cccc(F)c1)N1CCC(n2c(=O)[nH]c3ccccc32)CC1,4,-0.2,9,0.5
C=CCc1c(C)nc(NC(C)=O)[nH]c1=O,5,-0.1,13,-1.0
Nc1cccc(-c2nc3ccc(C(=O)NCCc4ccc(O)cc4)cc3s2)c1,18,0.3,0,-2.1
CNC(=O)C1CN(CCOc2ccc(F)cc2)CCN1S(C)(=O)=O (stereo not given),0,-0.1,0,0.2
COc1cccc(C2=CC(c3ccc(OC)cc3OC)n3nnnc3N2)c1 (stereo not given),2,-0.2,48*,2.8
COC(=O)c1cc(S(=O)(=O)N2CCCCC2)c(Cl)cc1Cl,-14,0.2,-7,-0.8
O=C(NCCc1ccc(O)cc1)c1cnc(NC2CCN(Cc3ccccc3)CC2)s1,-34,-0.2,6,0.3
CCCSc1nnc2c(n1)OC(c1ccccc1OCC(=O)O)Nc1ccc(Br)cc1-2 (stereo not given),-3,-0.2,-12,0.7
CCOC(=O)C1=C(C)N=c2s/c(=C\C=C\c3ccco3)c(=O)n2C1c1ccccc1 (stereo not given),8,0.0,-2,0.8
O=C1CC2(CCN(S(=O)(=O)c3ccc([N+](=O)[O-])cc3)CC2)Oc2ccccc21,4,-0.1,7,-0.7
O=C(COc1ccc2c(c1)OCO2)Nc1ccccc1C(F)(F)F,17,0.3,-66,-1.5
O=C(Nc1ccc(Br)cc1)C1C2C=CC3(O2)C1C(=O)N(CC1COc2ccccc2O1)C3C(=O)NC1CCCCC1 (stereo not given),-7,0.1,10,0.4
CCOC(=O)/C(C#N)=C1/N(C)c2ccccc2N1N,14,0.1,-7,0.4

# Continued; the last three above are carried over.
canonical_smiles,MITF primary,FBW7 activator,TEAD-YAP inh,GPR151 activ
O=C(COc1ccc2c(c1)OCO2)Nc1ccccc1C(F)(F)F,17,0.3,-66,-1.5
O=C(Nc1ccc(Br)cc1)C1C2C=CC3(O2)C1C(=O)N(CC1COc2ccccc2O1)C3C(=O)NC1CCCCC1 (stereo not given),-7,0.1,10,0.4
CCOC(=O)/C(C#N)=C1/N(C)c2ccccc2N1N,14,0.1,-7,0.4
CC1CCCCC1NC(=O)c1cccc([N+](=O)[O-])c1 (stereo not given),-8,0.0,-5,-0.6
COc1ccc(-n2c(/C=C/c3c(C)n(C)c4ccccc34)nc3ccc(I)cc3c2=O)cc1,3,0.1,-6,0.6
CCCCC(=O)Nc1c2c(nc3c1CCC3)CCCC2,-6,-0.1,-4,-0.5
Cc1cccnc1C(c1ccc(F)cc1)N(C)C(=O)C1CCN(S(C)(=O)=O)CC1 (stereo not given),25,0.3,1,0.3
CC(NC(=O)CN1CCC(C(N)=O)CC1)c1ccccc1 (stereo not given),10,0.0,6,-1.6
Cc1ccc(-c2csc(/C(C#N)=C\c3cccc4ccccc34)n2)cc1,17,0.0,0,-1.3
COCCCNC(=O)c1ccccc1Cl,-6,0.1,-3,2.5
Cc1ccc(-n2nnc3c(=O)n(CC(N)=O)cnc32)cc1,12,0.1,3,0.5
CCOc1ccc(NC(=O)c2ccc(F)c(S(=O)(=O)N(CC)CC)c2)cc1,-6,-0.1,37*,0.0
CS(=O)(=O)c1ccc(Cl)c(NC(=S)NC(=O)C2CC2)c1,-5,-0.4,2,1.8
CN1CCN(C(CNS(=O)(=O)c2ccc(Cl)cc2)c2cccnc2)CC1 (stereo not given),-16,0.0,0,3.3
CCCCCC(=O)c1c(C)[nH]c(C(=O)OCC)c1C,1,0.1,-22,0.0
Cc1cc(C(=O)C(=O)N(C)C)c(C)n1-c1ccc(Cl)c(Cl)c1,1,-0.1,-1,0.7
CCCCCC1CCC(c2ccc(C(=O)Nc3ccc(Br)cn3)cc2)CC1 (stereo not given),9,-0.2,7,-0.6
CCOC(=O)c1cccnc1SC(CC)C(=O)N1CCOCC1 (stereo not given),5,-0.3,-3,0.2
COc1cccc(NC(=O)c2sc3nc4c(c(-c5ccc(Cl)cc5)c3c2N)CCC4)c1,-1,0.0,-27,0.6
COc1ccc(N(Cc2ccccc2)S(=O)(=O)c2ccc3c(c2)OCCO3)cc1,-10,0.1,0,-1.0
CCCCNC(=O)C1CCC(=O)N1C1CCCCC1 (stereo not given),9,0.4,-3,-0.4
COc1cc(/C=C2/C(=O)N(c3ccc(C(=O)O)cc3)N=C2C)ccc1OC(=O)c1cccs1,11,0.3,10,0.8
COc1ccc(CCNc2nc(N3CCCC3CO)nc3c2ncn3CCN2CCCC2=O)cc1 (stereo not given),9,0.8,-2,-0.9
O=C(C1CCCC1)N1CCC2(CC1)OCc1cc(Br)ccc1O2,9,0.3,7,0.4
CC(C)N(C(=O)CSc1ccc(-c2ccc3c(c2)OCCO3)nn1)C(C)C,20,0.0,2,0.4
Cc1cc(C)c(CSc2nc(N)cc(=O)[nH]2)c(C)c1,2,0.3,10,-0.3
CCn1c(=NC(C)=O)sc2cc(F)ccc21,6,0.7,9,-1.0
CC1=C(C(=O)OCCOc2ccccc2)C2(O)C(=O)c3ccccc3C2(O)N1 (stereo not given),-4,-0.4,0,1.0
CCC(C)NC(=O)c1noc2c1CCc1cc(OC)ccc1-2 (stereo not given),-14,-0.2,-40,-2.1
O=C(NC(Nc1ccc(Cl)c(Cl)c1)C(=O)c1ccccc1)c1cccs1 (stereo not given),-4,0.0,-12,-1.6
Cc1cc(N2CCC(C(=O)NC(C)(C)C)CC2)n2ncnc2n1,-5,0.0,-2,0.1
Cc1cc(NCc2nc3ccccc3[nH]2)nc(N2CCN(c3ccccn3)CC2)n1,-3,-0.2,-4,0.7
Cc1cc(C)c(S(=O)(=O)Nc2ccccc2C(F)(F)F)c(C)c1,-9&7,0.6&0.0,-3,-1.1&1.4
COC(=O)c1ccc(N2C(=O)c3cccc4c(N5CCOCC5)ccc(c34)C2=O)cc1,5,0.0,4,0.4
CCOC(=O)NC1=C/C(=N\S(=O)(=O)c2ccc(C)cc2)c2ccccc2C1=O,19,-0.4,4,-0.8
CCOc1ccc(-n2cc(C(=O)N3CCN(c4ccccc4OC)CC3)c3cc(OC)c(OC)cc3c2=O)cc1,1,0.2,1,-0.3
CCOC(=O)CSc1nc2ccccc2c(=O)n1-c1ccccc1,20,-0.1,7,0.3
COC(=O)c1nnn(CC(=O)Nc2ccccc2)c1C(=O)OC,-4,-0.2,-6,0.4
COc1ccc(-c2cnnc(N(C)Cc3ccc(C)o3)n2)cc1,8,-0.1,5,0.0
CCC(=O)Nc1ccc(NC(=O)COc2ccc(Br)cc2)cc1,-9,0.0,-8,0.5
Cc1ccc(CSc2nncc(=O)n2N)cc1,10,0.0,-7,1.3
CCN(CC)S(=O)(=O)c1ccc(Cl)c(NC(=O)C(F)(F)F)c1,7,0.1,-6,-0.4
CCn1c(=O)c([N+](=O)[O-])c(Cl)c2ccccc21,13,0.6,1,-2.0
O=C(Nn1c(-c2ccc(Br)cc2)nc2ccccc2c1=O)c1cccc([N+](=O)[O-])c1,-4,0.0,-7,-0.7
O=C(COc1ccc(S(=O)(=O)N2CCCC2)cc1Cl)Nc1ccccc1F,14,0.3,3,0.5
Cc1cc2cc3c(cc2n2c(=O)n(CC(=O)N4CCCC5CCCCC54)nc12)OCO3 (stereo not given),13,0.0,2,-1.5
COc1ccc(N(CC(O)Cn2c3ccc(Cl)cc3c3cc(Cl)ccc32)S(=O)(=O)c2ccc(C)cc2)cc1 (stereo not given),-8,0.1,6,-1.6
CCOC(=O)c1c(C)oc2ccc(N(C(=O)c3ccc(C)cc3)S(=O)(=O)c3cccc([N+](=O)[O-])c3)cc12,-15,0.0,-21,3.0
COC(=O)c1cc(Nc2nc(C)nc3sc4c(c23)CCC4)cc(C(=O)OC)c1,-5,0.0,-5,0.3
Cc1ccc(NCC(=O)NNC(=S)NCc2ccccc2)cc1,15,0.6,-4,0.5
CCOC(=O)C1=C(C)N=c2s/c(=C\c3ccc(-c4ccc(C(=O)O)cc4)o3)c(=O)n2C1c1ccc(OC)cc1OC (stereo not given),3,-0.2,3,-1.0
O=C(NCCNC1CCC(c2ccccc2)CC1)c1ccc(F)cc1 (stereo not given),50,0.6,0,-0.8
CN(Cc1ccco1)C(=O)CN(C)S(=O)(=O)c1ccc2c(c1)n(C)c(=O)c(=O)n2C,13,0.4,8,2.7

# Four entries from above, with two lines to a compound.
# Values run as follows: MITF primary	FBW7 activator	TEAD-YAP inh	GPR151 activ
> O=C(COc1ccc(S(=O)(=O)N2CCCC2)cc1Cl)Nc1ccccc1F
  14	0.3	3	0.5
> CCOc1ccc(-n2cc(C(=O)N3CCN(c4ccccc4OC)CC3)c3cc(OC)c(OC)cc3c2=O)cc1
  1	0.2	1	-0.3
> COC(=O)c1cc(Nc2nc(C)nc3sc4c(c23)CCC4)cc(C(=O)OC)c1
  -5	0.0	-5	0.3
> COc1ccc(-c2cnnc(N(C)Cc3ccc(C)o3)n2)cc1
  8	-0.1	5	0.0

# (further entries)
canonical_smiles,MITF primary,FBW7 activator,TEAD-YAP inh,GPR151 activ
COc1ccc(Cl)cc1C(=O)Nc1c2c(nn1-c1cccc(Cl)c1)CSC2,-16,0.1,19,0.1
COc1ccc2[nH]c3c(=O)n(CC(=O)NCc4ccccc4OC)c(=S)[nH]c3c2c1,4,0.0,9,-0.8
CC(=O)NCCC(=O)Nc1ccc(F)cc1,5,0.2,-4,0.7
CC(C)c1ccccc1OCC(=O)OCCN1C(=O)c2ccccc2C1=O,7,1.0,2,0.5
COc1ccccc1N1CCN(C(=O)Cn2ncc3c2-c2ccccc2OC3)CC1,5,-0.2,1,3.1
NC(=O)c1cccc(-c2cnc3c(NCc4ccco4)nccn23)c1,-16,0.1,-103,0.5
COc1ccc(-c2c(Nc3cc(OC)ccc3OC)c(=O)c2=O)cc1,-5,0.0,9,1.9
COc1ccc(NC(=O)c2c(C)nc3ccccn23)cc1,-13,-0.1,-46,-2.6
CCOC(=O)C1CN(c2ccc(C)cc2)CC1=O (stereo not given),31,0.1,-2,0.6
CN(C)CCCN1C(=O)C(=O)/C(=C(\O)c2ccccc2)C1c1ccco1 (stereo not given),75*,0.4,-1,-0.4
COc1ccc(-c2ccc(/C=N/Nc3nn[nH]n3)o2)c([N+](=O)[O-])c1,20,-0.3,2,0.6
CCC1CCCCN1C1CC(=O)N(c2ccccc2)C1=O (stereo not given),-7,-0.2,-3,-1.3
COc1ccc(CCNC(=O)c2cc3ccccc3c(=O)o2)cc1OC,9,0.0,-2,0.6
Cc1nn(-c2ccccc2)c2c1C(c1ccccc1)CC(c1ccccc1)=C2 (stereo not given),-3,0.0,9,-0.4
CCCCNC(=S)Nc1cc([N+](=O)[O-])ccc1C,0,0.1,3,-0.7
CCOC(=O)N1CCC(NC(=O)C(=O)CC(=O)c2ccc(OC)cc2)CC1,4,-0.1,13,5.4*
CCOc1ccc(C(=O)Nc2ccc(-n3nncc3-c3ccc(OC)c(OC)c3)cc2)cc1,8,-0.1,0,0.3
CCOc1ccccc1-n1c(=S)sc2c(=O)n(-c3ccccc3F)c(SCC(=O)N(CC)CC)nc21,6,0.0,-14,1.6
CC1=C(C(=O)OCc2ccc3c(c2)OCO3)C(c2ccc(Cl)c(Cl)c2)NC(=O)N1 (stereo not given),9,0.8,11,-0.6
COc1cc(/C=C2/NC(=O)NC2=O)cc(Br)c1OCc1ccc(C(=O)O)cc1,-5,0.0,-4,-0.5
